# MITF TRPM1 HTS – activators of MITF-driven TRPM1 promoter reporter, primary screen, cell-based, SK-MEL-5, luciferase, single point; SK-MEL-5 TRPM1-promoter luciferase, 24 h; % of positive control, neutral wells = 0; activation, % at 12.5 µM; 300,000 compounds, 0.75% hits;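 active means mean activation of at least 80% with every replicate also reaching 80%; inconclusive means mean reaches 80% but some replicate falls short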;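 further: 0% = neutral control wells and 100% = parthenolide positive control wells; values of inactives mirror those of a sister screen read the other way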
# CAL PDZ FP-1 – untagged CAL PDZ binding inhibitors, primary screen, biochemical, fluorescence polarization, HTS; Golgi-associated PDZ and coiled-coil motif-containing protein (Homo sapiens), Q9HD26; purified CAL PDZ, TMR-peptide fluorescence polarization, 1 h; inhibition, % at 24.9 µM; 300,000 compounds, 0.92% hits; AID 602252, 2012;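 active means mean inhibition of at least 30% with at least half of replicates also reaching 30%; inconclusive means no clear call, values can overlap the other calls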;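 further: 0% = DMSO neutral control and 100% = excess unlabeled competitor peptide PRC23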
# Rtt109 Vps75 – inhibitors of C. albicans Rtt109/Vps75 HAT, primary screen, biochemical, ThioGlo CoA-SH fluorescence, plate reader; Histone acetyltransferase RTT109 (Candida albicans (strain SC5314 / ATCC MYA-2876)), …; inhibition, % at 34.9 µM; 330,000 compounds, 0.16% hits; purified Rtt109/Vps75, 4 h; AID 540336, 2011;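 active means inhibition of at least 50% in every replicate; inconclusive means best replicate reaches 50% inhibition but some replicates fall short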
# Target sequence (Q5AAJ8 whole entry, looked up): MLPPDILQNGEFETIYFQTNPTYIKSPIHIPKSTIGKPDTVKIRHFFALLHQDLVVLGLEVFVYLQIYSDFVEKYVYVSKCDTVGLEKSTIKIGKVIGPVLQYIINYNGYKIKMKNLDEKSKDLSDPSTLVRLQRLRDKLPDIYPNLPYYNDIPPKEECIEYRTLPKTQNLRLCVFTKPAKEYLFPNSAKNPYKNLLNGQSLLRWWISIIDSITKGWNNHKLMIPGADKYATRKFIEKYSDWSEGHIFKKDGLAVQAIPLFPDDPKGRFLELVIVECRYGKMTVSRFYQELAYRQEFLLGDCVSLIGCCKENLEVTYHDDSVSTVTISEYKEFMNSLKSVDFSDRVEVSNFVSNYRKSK
# Tat export inh – E. coli Tat export inhibitors, primary screen, MC4100, TorA-mCherry reporter, fluorescence, single point | inhibition, % at 10 µM | 340,000 compounds, 0.036% hits;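 active means mean replicate inhibition at least 50% and at least half of replicates individually reaching 50%; inconclusive means only one of the two criteria met; inactive means neither criterion met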;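 further: exported cargo escapes ClpAP degradation while cytoplasmic cargo is degraded and loses fluorescence; 0% = median of neutral control wells and 100% = median of NaSCN control wells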
# CAL PDZ FP-2 – CAL PDZ peptide-binding inhibitors, primary screen, biochemical, fluorescence polarization, Cer-tagged CAL PDZ, HTS | Golgi-associated PDZ and coiled-coil motif-containing protein (Homo sapiens), Q9HD26 | purified CAL PDZ, TMR-peptide fluorescence polarization, 1 h | inhibition, % at 20 µM | AID 504414, 2011 | 330,000 compounds, 0.02% hits;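 active means highest replicate inhibition of at least 40%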;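 further: plate controls were DMSO neutral control wells for no effect and unlabeled competitor peptide control wells for full effect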
#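 Material: tagged CAL PDZ protein CerCALP, purified; buffer or medium: sodium phosphate/NaCl buffer pH 7.4 with TCEP, IgG, Thesit; also added: fluorescent TMR peptide probe; schedule: 1 h incubation at room temperature before polarization reading; technique: fluorescence polarization from S- and P-plane intensities, G-factor corrected; control set: unlabelled peptide and DMSO controls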
# RTF Ca sens act – cardiac RTF calcium sensitivity activators, primary screen, biochemical, IANBD-TnC fluorescence, EC20 calcium. 340,000 compounds, 0.24% hits. IANBD-labeled TnC RTF fluorescence at EC20 calcium; 0% EC20 calcium, 100% full calcium. activation, % at 7.2 µM. AID 493008, 2010;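 active means activation above the mean over all tested compounds plus 3 SD, cut at about 30% in these data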;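 further: rise in fluorescence read as greater calcium sensitivity of cardiac thin filaments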
# V-ATPase pHluor – regulators of yeast V-ATPase proton pumping, primary screen, pHLuorin cytosolic pH fluorescence; S. cerevisiae; response, % at 10 µM; 350,000 compounds, 0.37% hits; AID 504577, 2011; in the data active means response mostly above about 7.3%, no sharp cut-off; inactive means mostly below about 5.4%; further: actives read high; inactives centre near 0; some compounds called inactive have numbers as strong as hits
# dFosB activator – activators of delta FosB homodimer, primary screen, biochemical, fluorescence polarization, TAMRA-CDK5 oligo, single point; activation, % at 25 µM; AID 493131, 2011; purified delta FosB; percent of positive-control signal above neutral wells; 340,000 compounds, 0.99% hits;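 active means mean activation above about 17%, with every replicate also reaching it, limit read from the data, passing the limit was not always enough; inconclusive means only one of the two conditions met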;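 further: fluorescence polarization rise as delta FosB binds a TAMRA Cdk5 AP-1 oligo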
# Wnt bcat act – Wnt/beta-catenin pathway activators, primary screen, cell-based, plate reader, single point. Wnt/beta-catenin reporter cell assay, activator. activation, % at 9.35 µM. 300,000 compounds, 1.2% hits; in the data active means activation above about 30%, passing the limit was not always enough; inconclusive means no clear call, values can overlap the other calls;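 further: 0% = neutral control wells and 100% = positive control wells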
# CDK5 inh – inhibitors of human CDK5/p35 kinase, primary screen, biochemical, single concentration; 330,000 compounds, 0.01% hits; inhibition, % at 10 µM; Recombinant CDK5/p35, ADP-Glo luminescence, 60 min; Cyclin-dependent kinase 5 (Homo sapiens) + Cyclin-dependent kinase 5 activator 1 (Homo …;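 active means highest replicate inhibition of at least 50% and at least 75% of replicates reaching 50%; inconclusive means only one of the two criteria met; inactive means both criteria failed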;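 further: plate controls were DMSO neutral control for no effect and GW8510 at 10 µM for full effect; many of its hits are not listed in these tables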
# * hit, by the source's call; ? = inconclusive.
MITF TRPM1 HTS,CAL PDZ FP-1,Rtt109 Vps75,Tat export inh,smiles,CAL PDZ FP-2,RTF Ca sens act,V-ATPase pHluor,dFosB activator,Wnt bcat act,CDK5 inh
-3,0,0,6,COc1cccc(CNC(=O)CCC2CCCN(Cc3cc4ccccc4o3)C2)c1 (stereo not given),-1.5,3,0,1,5,-0.2
?,1,-11,-1,COc1ccc(OCc2cc(C(=O)N3CCOCC3)no2)c(Cl)c1,-0.7,-5,-5,-5,34*,-0.4
-19,-8,-2,1,Cc1cc(C(=O)NC2CCCN(Cc3ccc(Cl)cc3)C2)no1 (stereo not given),-0.4,2,0,-4,0,-0.2
0,-3,2,3,COc1ccc(OCCOc2ccc(N(C)S(=O)(=O)c3ccccc3)cc2)cc1,-1.9,-3,0,-2,2,-0.2
24,-2,28,3,COc1ccc(C(=O)/C=C/N2CCCCC2)cc1OC,-5.9,-4,-3,-2,15,0.1
-9,1,-10,-2,Cc1ccc(SCC(=O)N(C)C2CCS(=O)(=O)C2)cc1 (stereo not given),-1.6,-1,3,1,4,0.1
-14,-8,-2,7,C=CCn1c(SCC(=O)N2CC(=O)Nc3ccccc32)nc2scc(-c3cccs3)c2c1=O,-1.9,-1,-1,4,-12,-1.0

# A different layout for part of the listing above.
# Second line of a record: MITF TRPM1 HTS	CAL PDZ FP-1	Rtt109 Vps75	Tat export inh	CAL PDZ FP-2	RTF Ca sens act	V-ATPase pHluor	dFosB activator	Wnt bcat act	CDK5 inh
Cc1cc(C(=O)NC2CCCN(Cc3ccc(Cl)cc3)C2)no1 (stereo not given)
 : -19	-8	-2	1	-0.4	2	0	-4	0	-0.2
COc1ccc(OCCOc2ccc(N(C)S(=O)(=O)c3ccccc3)cc2)cc1
 : 0	-3	2	3	-1.9	-3	0	-2	2	-0.2

# Laid out differently: entries from further up
smiles,MITF TRPM1 HTS,CAL PDZ FP-1,Rtt109 Vps75,Tat export inh,CAL PDZ FP-2,RTF Ca sens act,V-ATPase pHluor,dFosB activator,Wnt bcat act,CDK5 inh
COc1ccc(OCCOc2ccc(N(C)S(=O)(=O)c3ccccc3)cc2)cc1,0,-3,2,3,-1.9,-3,0,-2,2,-0.2
COc1ccc(C(=O)/C=C/N2CCCCC2)cc1OC,24,-2,28,3,-5.9,-4,-3,-2,15,0.1
Cc1ccc(SCC(=O)N(C)C2CCS(=O)(=O)C2)cc1 (stereo not given),-9,1,-10,-2,-1.6,-1,3,1,4,0.1
